# EPAC2 ag – agonists of human EPAC2 (RAPGEF4); Q8WZA2; EPAC2 activation, biochemical qHTS; response scale: 100% = 6.5 mM cAMP response; Potency, µM (titrated, usually from 154 µM), for inactives: at the top dose activation, actives largely listed as activators; 360,000 tested, 0.079% active; further: potency means the concentration at half of the fitted maximal effect; nearly all actives have a fitted effect of over 50% in size
# Target sequence (Q8WZA2 whole entry, looked up): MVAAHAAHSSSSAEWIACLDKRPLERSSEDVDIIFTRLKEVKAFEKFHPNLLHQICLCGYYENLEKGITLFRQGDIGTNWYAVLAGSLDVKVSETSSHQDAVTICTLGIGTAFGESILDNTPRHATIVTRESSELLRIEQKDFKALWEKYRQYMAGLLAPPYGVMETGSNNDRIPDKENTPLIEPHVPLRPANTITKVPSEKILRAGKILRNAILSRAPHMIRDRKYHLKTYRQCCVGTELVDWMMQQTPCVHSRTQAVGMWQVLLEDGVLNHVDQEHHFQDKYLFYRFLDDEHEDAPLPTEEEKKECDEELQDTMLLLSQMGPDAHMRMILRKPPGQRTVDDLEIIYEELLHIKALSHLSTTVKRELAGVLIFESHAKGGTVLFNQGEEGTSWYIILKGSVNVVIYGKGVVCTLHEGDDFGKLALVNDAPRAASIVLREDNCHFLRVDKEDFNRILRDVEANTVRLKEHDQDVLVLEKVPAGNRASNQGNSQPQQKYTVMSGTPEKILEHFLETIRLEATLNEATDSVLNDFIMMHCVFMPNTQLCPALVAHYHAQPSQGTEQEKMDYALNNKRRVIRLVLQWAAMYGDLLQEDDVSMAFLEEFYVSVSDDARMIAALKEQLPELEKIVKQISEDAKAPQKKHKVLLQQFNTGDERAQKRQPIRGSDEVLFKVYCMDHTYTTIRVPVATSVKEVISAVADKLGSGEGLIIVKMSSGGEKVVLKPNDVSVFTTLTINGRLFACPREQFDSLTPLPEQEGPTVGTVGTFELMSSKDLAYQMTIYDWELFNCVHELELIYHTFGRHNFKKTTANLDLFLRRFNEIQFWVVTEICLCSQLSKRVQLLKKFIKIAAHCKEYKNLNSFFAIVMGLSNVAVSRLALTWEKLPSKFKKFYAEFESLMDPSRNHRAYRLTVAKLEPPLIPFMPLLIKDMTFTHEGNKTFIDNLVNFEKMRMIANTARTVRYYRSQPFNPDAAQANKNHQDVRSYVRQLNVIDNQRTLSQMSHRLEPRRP
#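 Readout is BODIPY fluorescence (480 nm excitation, 540 nm emission), which falls as labeled GDP is exchanged off Rap1B. EPAC2 at 100 nM acted on 250 nM RAP1B-BODIPY-GDP with 50 uM GDP present.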
# EPAC2 antag – blocks human EPAC2 exchange factor; Q8WZA2; EPAC2 GEF exchange of Rap1B-BODIPY-GDP, fluorescence; Potency, µM (titrated, usually from 114 µM), inactives show at the highest dose activity, negative = inhibition, actives largely listed as inhibitors; 360,000 tested, 0.18% active; AID 720708; further: potency means the concentration at half of the fitted maximal effect; on the % scale 0 is the no-effect control and ±100 the full control effect; nearly all actives have a fitted effect of over 45% in size; many of its hits are not listed in these tables
# Nrf2 block – inhibitors of Nrf2 signaling; 360,000 tested, 2.1% active; AID 504444; Potency, µM (titrated, usually from 46 µM), for the others: at the top dose activity change, negative = inhibition, hits mostly inhibitors; A549 ARE-Fluc reporter, luciferase luminescence, 18-24 h; further: potency means the concentration at half of the fitted maximal effect; on the % scale 0 is the no-effect control and ±100 the full control effect; nearly all actives have a fitted effect of over 60% in size
#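 A549 ARE_Fluc cells (5000/well, 5% FBS OPTI-MEM) pre-incubated 2 h, then treated with compounds 18-24 h at 37C/5% CO2 in concentration-response. CellTiter-Fluor viability read first; BugLite luciferase luminescence after 15 min at room temperature gives Nrf2 activity.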
# A549 tox – A549 cytotoxicity, counter-screen for Nrf2 inhibitors | A549 ARE-Fluc cells, CellTiter-Fluor viability, 18-24 h | Potency, µM (series often up to 46 µM), inactives show top-dose activity change, negative = cytotoxicity, most hits filed as inhibitors | 390,000 tested, 0.16% active | AID 504648; further: potency means the concentration at half of the fitted maximal effect; on the % scale 0 is the no-effect control and ±100 the full control effect
#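 A549 ARE-Fluc cells in 5% FBS OPTI-MEM, 5000 cells/well, rested 2 h then exposed to compounds in concentration-response for 18-24 h at 37 °C. Viability by CellTiter-Fluor fluorescence (Ex 405/Em 525) after 30 min; luciferase luminescence (BugLite, 15 min, RT) read afterwards.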
# pAkt inh – Akt phosphorylation inhibition; Neuro2A IGF-stimulated pAkt S473 HTRF, 20 min; hits give low values; activity change, % for hits at 50 µM; 360,000 tested, 0.32% active; AID 651550; in the data active means activity change below about -80%; inconclusive means mostly about -51% to -80%; further: on the % scale 0 is the no-effect control and ±100 the full control effect
#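 Neuro2A cells in DMEM with 0.5% FBS, overnight at 37 deg C, given compound at single 50 µM final, then IGF (6 nM final) for 20 min at 37 deg C. Lysed; phospho-Akt Ser473 by HTRF after 24 h, 665/615 ratio.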
# Nrf2 ARE act – activators of Nrf2 (ARE) signaling; AREc32 ARE-luciferase reporter (MCF7-derived line), luminescence, 24 h; Potency, µM (highest dose often 46.1 µM), inactives show at the highest dose activation, hits mostly activators; 410,000 tested, 0.31% active; AID 624171; further: potency means the concentration at half of the fitted maximal effect; % of control where 0% means no effect; nearly all actives have a fitted effect of over 65% in size
#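 Luminescent ARE reporter assay in AREc32_Fluc cells: overnight plating at 37 deg C, 24 hr compound incubation, Steady-Glo added, 30 min RT before reading.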
# TGFb SMAD3 inh – TGF-b pathway inhibition. HepG2 CAGA-GFP TGF-b/SMAD3 reporter, GFP fluorescence, 18 h; TGF-beta stimulated, 500 pg/mL final. Potency, µM (highest dose often 46.1 µM), without a hit: at the top dose activity, negative = inhibition, hits mostly inhibitors. 410,000 tested, 1.2% active; further: potency means the concentration at half of the fitted maximal effect; on the % scale 0 is the no-effect control and ±100 the full control effect; nearly all actives have a fitted effect of over 65% in size
#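 GFP signal (ex488/em500-530) from TGF-beta-stimulated HEPG2 CAGA-GFP cells, 500 pg/mL final, 18 h at 37 degrees C in DMEM plus 1% FBS, normalized to unstimulated and DMSO-stimulated controls.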
# MmCpn inh – inhibitors of Methanococcus maripaludis chaperonin (MmCpn); 330,000 tested, 0.031% active; purified Mm-Cpn ATPase, ADP Transcreener TR-FRET; Potency, µM (doses to about 76.9 µM), without a hit: top-dose activity, negative = inhibition, usual class: inhibitors; AID 504842; further: potency means the concentration at half of the fitted maximal effect; on the % scale 0 is the no-effect control and ±100 the full control effect; nearly all actives have a fitted effect of over 80% in size
#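 Measured: ADP formation by purified Mm-CPN. Conditions: 25 nM protein, 10 uM ATP, Tris pH 7.4 with Mg2+, K+ and DTT, 37°C for 30 min. Detection: Transcreener HTRF after 30 min at room temperature.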
# CCT modulator – modulators of cytosolic chaperonin (CCT/TRiC) activity | purified chaperonin ATPase assay, HTRF ADP detection, 30 min | activity change, % (test concentration not listed), hits read low | 360,000 tested, 0.3% active; in the data active means activity change below about -30%; further: on the % scale 0 is the no-effect control and ±100 the full control effect
#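 ATPase activity: ADP formed was measured by HTRF Transcreener (665/615 nm ratio) after 30 min at 37 deg C with 10 uM ATP. Compounds screened at one 76 uM concentration against 40 or 20 nM TRiC in Tris pH 7.4/KCl/MgCl2/DTT buffer.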
# Numbers without * were called inactive; i = inactive; ? = inconclusive; · = not tested or not shown; [ ] = dose if it differs, or a comment. Unless noted, the call rests on the fitted dose curve; in most records, active means well fitted curve in the direction sought with a large enough effect; inconclusive means small, poorly fitted or top-dose-only effect, or another doubt; inactive means no such curve, though single readings can be large; an effect the other way counts as inactive or inconclusive. Only part of the results is shown. The share of hits here may be higher or lower than overall.
SMILES,EPAC2 ag,EPAC2 antag,Nrf2 block,A549 tox,pAkt inh,Nrf2 ARE act,TGFb SMAD3 inh,MmCpn inh,CCT modulator
NC(Cc1nc2ccccc2[nH]1)c1ccc(Cl)cc1 (stereo unspecified),16.2%,3.1%,?,0.4%,i,0.8%,15.9%,1.0%,-4.3
Cc1ccc(Cn2nc(C)c(C=O)c2Cl)cc1,2.5%,-5.3%,14.7%,4.7%,i,-0.1%,-22.8%,1.3%,1.5
COc1ccccc1CNCCc1ccc(F)cc1,19.6%,12.9%,-0.1%,-2.2%,i,-0.1%,-2.5%,-1.0%,-0.9
CC(=O)O[C@@H]1/C=C/[C@](C)(O)C[C@@H](C)C/C=C/[C@H]2[C@@H]3O[C@]3(C)[C@@H](C)[C@H]3[C@H](Cc4ccccc4)NC(=O)[C@@]312,4.1%,-7.3%,?,-15.6%,i,0.9%,54.2%[activator],·,1.4
CC(C)(C)c1ccc(C(=O)C2CCCN(C3CCC3)C2)cc1 (stereo unspecified),0.6%,-4.9%,0.1%,-6.7%,i,-0.8%,-20.4%,0.4%,0.2
CCN1CCN(Cc2nnnn2C(C)(C)C)CC1,-9.2%,3.7%,·,18.4%,i,-0.9%,10.4%,-1.0%,-1.0
COc1ccc(OC)c(N2C(=O)CC(=O)NC2=O)c1,8.8%,-3.9%,13.5%,25.1%,i,-0.1%,18.1%,0.0%,2.4
O=C(Nc1ccc(Br)cc1)N1C[C@H]2C[C@@H](C1)c1cccc(=O)n1C2,2.3%,-14.1%,-5.6%,9.8%,i,-0.6%,21.3%,1.0%,1.1
CN(Cc1ccccc1)C(=O)CN1CCCC1=O,3.7%,-1.6%,-7.1%,3.2%,i,-0.4%,-7.1%,-0.6%,0.2
C/C(CC(c1ccccc1)c1c(O)c2ccccc2oc1=O)=N\NC(N)=S (stereo unspecified),4.0%,2.6%,3.9%,-2.2%,i,3.4%,?,1.0%,-0.2
Cc1nc2cc(C(F)(F)F)ccc2n1C1CCN(Cc2nnnn2CCc2ccccc2)CC1,-3.2%,?,?,-20.7%,i,1.0%,?,-0.3%,0.4
O=C(COC(=O)Cc1ccccc1)Nc1cc(S(=O)(=O)N2CCCCC2)ccc1Cl,4.9%,-15.3%,16.3%,0.1%,i,0.4%,24.8%,-0.1%,-0.9
CCCCC(=O)N/N=C/c1c(O)n(-c2cccc3ccccc23)c(=O)[nH]c1=O,-3.4%,2.2%,8.8%,5.7%,i,-0.6%,-15.3%,2.2%,1.0
CN1C(=O)C(=Cc2ccc(N3CCOCC3)o2)C(=O)N(C)C1=O,-10.0%,?,18.0%,-6.6%,i,0.1%,36.4%[activator],-1.7%,1.4
CC(=O)c1cn(CC(=O)NCCc2c[nH]c3ccccc23)c2ccccc12,-3.0%,1.6%,?,1.2%,i,3.3%,-26.4%,1.1%,-2.0
O=C(CCCOc1ccc(Cl)cc1Cl)Nc1cc(S(=O)(=O)N2CCOCC2)ccc1N1CCOCC1,2.7%,8.1%,-30.0%,-11.5%,i,0.5%,?,·,-1.2
COC(=O)C1=C(c2ccccc2)C[C@@H]2CC[C@H]1N2C(=O)NC1CC1,-0.8%,0.1%,1.9%,0.7%,i,-1.5%,-28.1%,·,-0.5
COc1cc2ccc(=O)oc2c2ccoc12,4.8%,9.7%,-3.7%,2.5%,i,6.4%,11.6%,0.2%,0.9
Cc1cc(C=C2C(=O)NC(=S)NC2=O)c(C)n1-c1ccc2c(c1)OCO2,-0.7%,-5.3%,0.7%,-8.4%,i,2.8%,?,0.6%,-1.0
CCN(CC)S(=O)(=O)c1ccc2c(c1)c(=O)c(C(=O)NCc1ccccc1OC)cn2C,·,·,?,14.1%,·,-0.3%,-3.9%,·,·
CC(Cc1ccccc1)NC(=O)c1ccc(N)cc1 (stereo unspecified),4.7%,7.8%,?,-1.6%,i,-0.2%,-16.4%,2.6%,0.8
N#CC(C#N)=NNc1ccc([N+](=O)[O-])cc1,-16.2%,?,-3.4%,20.6µM*,i,7.8%,?,-12.9%,1.7
C[C@]12CCC3C(CC[C@H]4C[C@@H](O)CC[C@]34C)C1C/C(=N/O)[C@@H]2O (stereo partly specified),8.6%,0.2%,-18.5%,-0.7%,i,-0.5%,24.6%,-0.2%,0.3
COc1cc(/C=C/[N+](=O)[O-])ccc1O,0.3%,3.2%,?,?,i,-2.1%,?,-1.0%,0.5
CN1CC2=CC(O)CC3Oc4c(O)ccc(c4[C@]23C)C1 (stereo partly specified),6.6%,-6.1%,7.6%,-0.3%,i,-0.2%,-1.2%,·,2.7
Cc1c(Cl)cccc1NC(=S)N1CC2CC(C1)c1cccc(=O)n1C2 (stereo unspecified),7.0%,0.0%,14.2%,11.0%,i,1.9%,-6.6%,1.6%,-2.2
O=C(C1CC(=O)N(C2CCCC2)C1)N1CCC2(CC1)OCCO2 (stereo unspecified),-3.2%,11.0%,7.8%,-8.6%,i,0.0%,-32.6%,-0.7%,1.8
CN(C)C(=O)Oc1cccc2c(OC(=O)N(C)C)cccc12,0.9%,14.9%,7.0%,-4.2%,i,-0.3%,15.6%,2.2%,-1.4
CC/C(=C\C=C\[C@@H]1C=C[C@@H]2CCC[C@H]2[C@@H]1C(=O)c1ccc[nH]1)[C@@H]1O[C@@H]([C@@H](C)C(=O)O)CC[C@@H]1C,-3.2%,-7.4%,?,?,i,3.2%,11.2µM*,3.6%,-1.0
C=CCN1C(=O)NC(=O)/C(=C/c2cnc(SC)nc2)C1=O,1.1%,-2.7%,·,-0.7%,i,2.6%,-2.4%,0.5%,-2.8

# The closing three entries of the section above are carried over, then new ones follow.
SMILES,EPAC2 ag,EPAC2 antag,Nrf2 block,A549 tox,pAkt inh,Nrf2 ARE act,TGFb SMAD3 inh,MmCpn inh,CCT modulator
CN(C)C(=O)Oc1cccc2c(OC(=O)N(C)C)cccc12,0.9%,14.9%,7.0%,-4.2%,i,-0.3%,15.6%,2.2%,-1.4
CC/C(=C\C=C\[C@@H]1C=C[C@@H]2CCC[C@H]2[C@@H]1C(=O)c1ccc[nH]1)[C@@H]1O[C@@H]([C@@H](C)C(=O)O)CC[C@@H]1C,-3.2%,-7.4%,?,?,i,3.2%,11.2µM*,3.6%,-1.0
C=CCN1C(=O)NC(=O)/C(=C/c2cnc(SC)nc2)C1=O,1.1%,-2.7%,·,-0.7%,i,2.6%,-2.4%,0.5%,-2.8
O=C(NCc1ccccn1)c1ccccc1Cl,-8.4%,9.0%,?,-4.2%,i,-0.1%,-14.5%,-1.0%,1.7
O=C(/C=C/c1ccc(Cl)cc1)NC(=S)N1C[C@H]2C[C@H](C1)c1cccc(=O)n1C2,3.7%,-17.6%,4.6%,0.0%,i,0.2%,-4.0%,2.7%,-1.7
CC/C=C/CC(=O)N[C@@H](c1ccccc1)[C@@H](O)C(=O)O[C@H]1C[C@@]2(O)[C@@H](OC(=O)c3ccccc3)C3[C@](C)(C(=O)[C@H](OC(C)=O)C(=C1C)C2(C)C)[C@@H](O)C[C@H]1OC[C@@]31OC(C)=O (stereo partly specified),3.6%,-18.4%,10.1%,-17.7%,i,-0.6%,-32.4%,0.6%,-1.7
Cc1cccc(NC(=O)Cn2cc(C(=O)c3ccccc3)c3ccccc32)c1C,·,·,?,-16.1%,·,-1.4%,-24.6%,·,·
CCCCCCn1c(=O)c(C(=O)Nc2ncccc2C)c(O)c2ccccc21,-14.6%,21.1%,8.2µM*,-22.6%,i,2.9%,8.9%,-3.3%,-2.0
COc1ccc(CC[n+]2cc(/N=C(\C)[O-])on2)cc1OC,8.7%,17.1%,4.2%,21.8%,i,-0.2%,10.5%,-0.5%,-0.4
CC[C@@]1(C(=O)OC)N[C@H](CN(C)C(=O)c2ccc(C(C)(C)C)cc2)[C@@H]2C(=O)N(Cc3ccccc3)C(=O)[C@@H]21,-2.0%,-5.0%,?,?,i,-1.0%,-2.9%,1.7%,-0.3
O=C(CNS(=O)(=O)c1cccs1)N1CCC2(CC1)OCCO2,6.4%,6.8%,·,0.6%,i,4.8%,4.8%,1.0%,-1.2
CC1CCC(N(C)C2CCN(C)CC2)CC1 (stereo unspecified),-2.6%,-4.4%,3.7%,-12.9%,i,-0.9%,1.3%,-0.2%,0.1
CCCCCN=C(N)N/N=C/c1c[nH]c2ccc(OC)cc12,2.5%,9.0%,?,?,i,-3.8%,?,·,-0.5
Cc1cc(C)cc(N2C(=O)NC(=O)/C(=C\c3cc(C)n(C)c3C)C2=O)c1,-10.5%,-14.2%,-6.7%,-0.3%,i,-0.1%,1.0%,0.8%,-2.6
COCCNC(=O)N1[C@H]2CC[C@@H]1C(C(=O)OC)=C(c1cccc(C#N)c1)C2,-0.2%,6.1%,-3.1%,-1.4%,i,0.2%,-11.0%,0.9%,-0.5

# Among those listed so far, these contain a furan ring, fused or not.
SMILES,EPAC2 ag,EPAC2 antag,Nrf2 block,A549 tox,pAkt inh,Nrf2 ARE act,TGFb SMAD3 inh,MmCpn inh,CCT modulator
CN1C(=O)C(=Cc2ccc(N3CCOCC3)o2)C(=O)N(C)C1=O,-10.0%,?,18.0%,-6.6%,i,0.1%,36.4%[activator],-1.7%,1.4
COc1cc2ccc(=O)oc2c2ccoc12,4.8%,9.7%,-3.7%,2.5%,i,6.4%,11.6%,0.2%,0.9
